D2 ag: agonists of human D2 dopamine receptor; activation, % at 2 µM; P14416; HEK293 T-REx D2 cells, calcium flux agonist mode; 0.53% of 340,000 active;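 active means activation over 3 SD above normal in the single-dose calcium agonist read, cut at about 30% in these data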; further: 0% is about no effect
Target sequence (P14416 whole entry, looked up): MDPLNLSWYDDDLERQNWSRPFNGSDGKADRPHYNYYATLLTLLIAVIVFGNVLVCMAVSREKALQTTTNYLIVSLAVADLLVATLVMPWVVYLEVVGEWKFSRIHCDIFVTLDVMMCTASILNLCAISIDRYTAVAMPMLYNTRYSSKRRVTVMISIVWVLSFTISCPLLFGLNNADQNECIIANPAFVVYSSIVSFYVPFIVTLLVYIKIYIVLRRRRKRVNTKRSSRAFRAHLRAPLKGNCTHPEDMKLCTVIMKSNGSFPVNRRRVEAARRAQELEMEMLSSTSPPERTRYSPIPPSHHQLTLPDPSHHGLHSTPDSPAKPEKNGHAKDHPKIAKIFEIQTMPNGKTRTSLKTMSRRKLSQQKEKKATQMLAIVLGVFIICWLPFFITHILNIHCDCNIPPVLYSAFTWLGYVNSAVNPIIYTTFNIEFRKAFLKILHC
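HEK293 Trex D2 cells, tetracycline-induced, o/n 30 C 5% CO2; no-wash Ca dye, RT 30–90 min; 10-cycle baseline, 23 nl cpd added, kinetic Ca read 180 s; agonist hits = positive Ca response.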
TRHR PAM: TRH receptor (human) allosteric enhancement; enhancement, % at 2 µM; TRHR cells, fluo-8 calcium fluorescence, EC20 TRH enhancement; AID 493056; 0.66% of 360,000 active; in the data active means enhancement above about 30%; further: 0% is about no effect
Target sequence (P34981 whole entry, looked up): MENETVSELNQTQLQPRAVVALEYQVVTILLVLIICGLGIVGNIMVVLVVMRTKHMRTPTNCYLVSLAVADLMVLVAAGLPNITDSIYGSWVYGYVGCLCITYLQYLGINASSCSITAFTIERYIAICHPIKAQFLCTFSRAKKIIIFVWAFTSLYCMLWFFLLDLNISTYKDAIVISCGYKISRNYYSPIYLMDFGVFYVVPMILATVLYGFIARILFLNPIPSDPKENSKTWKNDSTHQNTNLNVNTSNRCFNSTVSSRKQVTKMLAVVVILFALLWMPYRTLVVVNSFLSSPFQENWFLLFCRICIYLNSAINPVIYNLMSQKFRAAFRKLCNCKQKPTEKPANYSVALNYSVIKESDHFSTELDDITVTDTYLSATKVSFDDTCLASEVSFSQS
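Enhancer read-out: after compound pinning and an initial kinetic agonist-mode read, an EC20 of TRH (10 nM final) was injected and fluo-8 calcium signal (Ex 480/Em 530) followed at 1 s/cycle for 100 cycles in TRHR-expressing cells.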
TrxR1 substrate: is turned over as a substrate by rat TrxR1. purified TrxR1 substrate turnover, NADPH consumption readout. Potency, µM (highest dose often 114 µM), for inactives: top-dose activity change, negative = substrate turnover. 0.01% of 390,000 active. AID 588456; further: potency means the concentration at half of the fitted maximal effect; on the % scale 0 is the no-effect control and ±100 the full control effect; nearly all actives have a fitted effect of over 50% in size
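Rat TrxR1, dispensed at 90 nM, was prereduced with 400 uM NADPH (final) for 5 min at ~22 deg C, then incubated with compound 15 min before 400 uM selenite. A first-read NADPH fluorescence drop versus no-compound background flagged substrates.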
D2 antag: antagonizes the human D2 dopamine receptor. P14416. HEK293 TREx D2 cells, calcium flux, dopamine EC80. inhibition, % at 10 µM. 2% of 340,000 active; in the data active means inhibition above about 30%; further: 0% is about no effect
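Compounds are added to dye-loaded, induced HEK293 T-REx cells coupled to calcium release via D2; after a 3 min kinetic read an EC80 dopamine stimulus is given and fluorescence is recorded for 3 more min.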
TrxR1 inh: blocks rat thioredoxin reductase 1; Potency, µM (doses to about 114 µM), for the others: at the top dose activity change, negative = inhibition, actives largely listed as inhibitors; 1% of 390,000 active; recombinant rTrxR1, NADPH fluorescence consumption, selenite substrate; AID 588453; further: potency means the concentration at half of the fitted maximal effect; on the % scale 0 is the no-effect control and ±100 the full control effect; nearly all actives have a fitted effect of over 65% in size
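Rat TrxR1 (90 nM in the dispensed reagent) was pre-reduced with 400 uM NADPH for 5 min at room temperature, then incubated with compound for 15 min. After 400 uM selenite was added, NADPH fluorescence (Ex 340/Em 450 nm) was followed for 8 min.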
TRHR ag: agonists of human TRH receptor | P34981 | TRHR cells, calcium flux fluo-8, FDSS agonist mode | activation, % at 2 µM | 0.18% of 360,000 active | AID 493084; in the data active means activation above about 30%; further: 0% is about no effect
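Read-out: compound-evoked intracellular calcium rise in TRHR cells, fluo-8 dye, kinetic FDSS fluorescence at 1 s/cycle following a 10-cycle baseline. Cells cultured overnight before dye loading (30 min–1.5 h, RT).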
Pin1 inh: human Pin1 inhibition | Q13526 | Pin1 FP peptide displacement, HiFluor488, 10 min | Potency, µM (doses to about 115 µM), inactives show at the highest dose activity, negative = inhibition, actives largely listed as inhibitors | 0.009% of 390,000 active | AID 504891; active means well fitted inhibition curve with a large enough effect in the polarisation, with a control signal flat, not every such curve was filed as active; inconclusive means small, poorly fitted or top-dose-only effect, or effect the other way, or a change in a side signal; inactive means no such curve, though single readings can be large or run the other way; the % refers to the polarisation; further: potency means the concentration at half of the fitted maximal effect; on the % scale 0 is the no-effect control and ±100 the full control effect
Target sequence (Q13526 whole entry, looked up): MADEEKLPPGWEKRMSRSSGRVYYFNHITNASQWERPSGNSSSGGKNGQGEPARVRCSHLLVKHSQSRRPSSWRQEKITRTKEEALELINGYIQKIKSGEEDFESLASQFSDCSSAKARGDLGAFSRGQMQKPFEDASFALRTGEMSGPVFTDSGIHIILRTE
mIDH1 inhibitor: inhibitors of human mutant IDH1 R132H. Potency, µM (doses to about 76.6 µM), for the others: at the top dose activity change, negative = inhibition, most hits filed as inhibitors. O75874. AID 602179. 0.093% of 390,000 active. IDH1-R132H enzyme, NADPH consumption, diaphorase/resazurin fluorescence; further: potency means the concentration at half of the fitted maximal effect; on the % scale 0 is the no-effect control and ±100 the full control effect; nearly all actives have a fitted effect of over 65% in size
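IDH1-R132H (0.5 ug/mL) preincubated 30 min with compound, then NADPH (0.016 mM) and alpha-KG (2 mM) added; 80 min at RT, pH 7.5. Remaining NADPH coupled via diaphorase/resazurin to fluorescence (540/590 nm); concentration-response curves normalized to no-enzyme control.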
USP1-UAF1 inh: blocks the human USP1/UAF1 deubiquitinase complex | O94782 | recombinant USP1/UAF1, Ub-Rhodamine cleavage fluorescence | Potency, µM (top dose mostly 57.1 µM), without a hit: at the top dose activity change, negative = inhibition, usual class: inhibitors | 0.23% of 390,000 active | AID 743255; further: potency means the concentration at half of the fitted maximal effect; on the % scale 0 is the no-effect control and ±100 the full control effect; nearly all actives have a fitted effect of over 60% in size; inactives centre near -12
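High-throughput fluorogenic screen: 1nM USP1/UAF1 complex, Ub-Rho substrate 150nM final, 50mM HEPES pH 7.8 with 0.5mM EDTA, 0.1 mg/ml BSA, 1mM TCEP and 0.01% Tween-20.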
The depositor's hits bear a star; u = inconclusive; x = no result given; [ ] = another dose, or the depositor's remark. Unless noted, the call rests on the fitted dose curve; in most records, active means well fitted inhibition curve with a large enough effect; inconclusive means small, poorly fitted or top-dose-only effect; inactive means no such curve, though single readings can be large or run the other way. Some of the compounds tested; rates above refer to the full screens.

SMILES | D2 ag | TRHR PAM | TrxR1 substrate | D2 antag | TrxR1 inh | TRHR ag | Pin1 inh | mIDH1 inhibitor | USP1-UAF1 inh
Cc1ccc(-c2nc(Nc3ccc(O)cc3)c3ccccc3n2)cc1 | 1.8 | 2 | -7% | -5 | 2% | 1.6 | u | -1% | -12%
COc1ccc(S(=O)(=O)N(C)Cc2ccc3c(c2)OCCO3)cc1 | -1.0 | -2 | 1% | -4 | 32% | 0.1 | 1% | -3% | -17%
Cc1nnc(SC(C)C(=O)Nc2ncc(Cl)cc2Cl)n1Cc1ccccc1 (centres undefined) | -1.6 | -5 | 4%[11.4 µM] | 5 | 4%[11.4 µM] | 0.3 | -4% | -1% | -3%
Cc1ccc(-c2nnn(CC(=O)N(Cc3ccco3)C(C(=O)NC(C)(C)C)c3ccncc3)n2)o1 (centres undefined) | -1.1 | -8 | -1% | 15 | 0% | -0.2 | 0% | -4% | -12%
O=C(CCCn1c(=O)[nH]c2cc(Cl)ccc2c1=O)NCCCN1CCCC1=O | -0.5 | 3 | -3% | -5 | -32% | -0.5 | 1% | 13% | -24%
COc1cc(Br)c(C2CC(=O)Nc3cc(OC)c(OC)c(OC)c32)cc1OC (centres undefined) | -0.6 | 3 | -7% | x | 9% | 1.5 | -1% | 15% | -8%
COC(=O)C(NC(C)=O)(Nc1sc2c(c1C(N)=O)CCCC2)C(F)(F)F (centres undefined) | x | 0 | 14% | x | u | 0.7 | -3% | 2% | -8%
COc1ccc(C)c2sc(NC(=O)c3ccc(S(=O)(=O)N4CCCC4)cc3)nc12 | -0.1 | -4 | 1%[57.1 µM] | x | 18%[57.1 µM] | 0.5 | -2% | -5% | -32%
CC(=O)Nc1ccc(S(=O)(=O)N2CCN(CCC#N)CC2)cc1 | 0.8 | -1 | 11% | 21 | 8%[57.1 µM] | 0.3 | -4% | 0% | -14%
CCc1ccc(CN2CCC(n3nccc3NC(=O)c3ccccc3)CC2)o1 | -0.2 | 2 | 1% | -5 | -10% | 0.1 | -11% | 11% | -16%
CCc1ccc(-n2nc(CO)c(C(=O)NCC(c3ccccc3)c3ccccc3)n2)cc1 | 0.0 | -2 | 13% | x | 16% | -0.1 | -10% | -3% | 6%
Cc1ccc(S(=O)(=O)N(C)C)cc1NC(=O)C(C)NC(C)c1cccs1 (centres undefined) | -0.4 | -2 | -1% | -1 | 3% | -0.4 | 0% | 21% | -5%
O=C(N/N=C/c1cccc(O)c1)c1ccc(COc2ccccc2Br)cc1 | 0.1 | 7 | -3% | -4 | 14% | 0.7 | -5% | -1% | -14%
Cc1nnc2sc(SCc3ccc(Br)cc3)nn2c1=O | -0.1 | -2 | 8%[57.1 µM] | -6 | 15%[57.1 µM] | 1.0 | -5% | -5% | -18%
COc1ccc(-c2c(C)c3ccc(O)cc3oc2=O)cc1 | 4.3 | 4 | 226%[activator] | -2 | u | -1.0 | 20% | -12% | -18%
Cc1ccc(S(=O)(=O)N(C)C)cc1-n1c(SCC(=O)Nc2ccc(F)cc2Cl)nc2ccccc2c1=O | 1.5 | -3 | 7%[0.0914 µM] | -1 | 1% | 1.3 | u | 2% | -7%
Cc1nc2ccccc2n1CC(=O)OCC(=O)NCc1ccccc1 | x | -2 | -5%[57.1 µM] | x | 13%[57.1 µM] | -0.4 | 0% | 1% | -17%
O=C(N/N=C/C=C/c1cccc([N+](=O)[O-])c1)C(O)c1ccccc1 (centres undefined) | 0.1 | 0 | -11% | -16 | -10% | -0.4 | 0% | -3% | -1%
Cc1cc2c(cc1C)[n+](C)cn2CC(O)COCc1ccccc1 (centres undefined) | 0.3 | 10 | 5%[57.1 µM] | -8 | 9%[57.1 µM] | 0.3 | 1% | 14% | -3%
CC(C)(C)OC(=O)N[C@@H](Cc1ccccc1)c1nnc(SCC(=O)O)o1 | 0.1 | 1 | -4% | -15 | -4% | 0.3 | -1% | 2% | 0%
O=C(COc1ccc([N+](=O)[O-])cc1Cl)N1CCc2ccccc21 | x | x | 7% | x | 35% | x | 9% | 0% | -18%
CCn1c(SCC(=O)Nc2cc(C)on2)nnc1-c1cccnc1 | 0.4 | -7 | -13% | 6 | 4% | 1.1 | -5% | 2% | 8%
CC(=O)c1ccc(NC(=O)c2ccc(CN3C(=O)CCn4nc(C)cc43)cc2)cc1 | 0.1 | 7 | 6% | x | 30% | 0.0 | 2% | -5% | -9%
O=C(O)CSc1c2c(nc3cc(C(=O)N4CCCC4)ccc13)CCCC2 | -0.5 | -2 | -12% | -23 | -25% | -0.6 | -4% | -6% | -4%
COc1cc(OC)c(NC2c3ccccc3C(=O)N2c2cc(C)ccn2)cc1Cl (centres undefined) | 0.0 | -2 | 4%[57.1 µM] | -11 | 8%[57.1 µM] | -1.3 | u | -6% | -28%
Cc1ccccc1NC(=O)Cc1nc(COC(=O)c2cccc(C)c2O)cs1 | 0.5 | -6 | 23% | 10 | 2% | 0.4 | 3% | 6% | -20%
Cc1ccccc1SCC(=O)Nc1ccc(N2CCOCC2)cc1 | 0.6 | 13 | 8%[57.1 µM] | -24 | 28%[57.1 µM] | 0.1 | -1% | 15% | -20%
Cc1cc(NC(=O)CN2C(=O)NC(C)(CC(C)C)C2=O)no1 (centres undefined) | x | x | 5% | x | 10% | x | 1% | -1% | -1%
O=C(Nc1ccccc1)c1ccccc1NC(=O)C1CCCCC1 | 0.3 | -6 | -11% | 13 | -10% | 0.8 | -5% | 3% | -9%
O=C(COc1ccc(-n2cnnn2)cc1)Nc1cccc(Cl)c1Cl | 0.2 | -6 | 1% | -10 | 12% | 0.2 | u | -6% | -3%
CCCn1nnnc1-c1cc(Cl)cc(Cl)c1 | 0.3 | -5 | 3% | 5 | 19% | -0.7 | 0% | 2% | -6%
CC(OC(=O)c1nc(Cl)ccc1Cl)C(=O)Nc1ccccc1F (centres undefined) | 2.4 | 0 | 0%[57.1 µM] | 1 | 3%[57.1 µM] | -0.4 | 2% | -7% | -16%
Cn1cc(C(=O)Nc2ccc3c(c2)CCC3)cn1 | -0.8 | -1 | -3% | 8 | -6% | 0.2 | 4% | -2% | -6%
CCOc1ccc2nc(SCC(=O)NCc3ccco3)sc2c1 | -1.6 | -4 | -14% | 3 | -20% | -2.2 | -4% | 4% | -8%
CCOC(=O)c1[nH]c(C)c(C(=O)OCC(=O)NC(C)c2ccc(F)cc2)c1C (centres undefined) | 0.6 | -3 | -1% | -25 | 12% | 0.9 | 17% | 3% | -9%
COc1ccc(-c2nn(-c3ccccc3)cc2CNC(=O)c2cccc([N+](=O)[O-])c2)cc1 | 0.3 | 4 | 7% | 6 | 12%[57.1 µM] | 1.0 | -4% | -6% | -20%
O=C1CC(N(Cc2ccc3c(c2)OCO3)C(=O)Nc2ccc(F)cc2)C(=O)N1c1ccccc1 (centres undefined) | 0.8 | -2 | 7% | -15 | 12% | 0.1 | 1% | -5% | -19%
C=CCSC1=N/C(=C\C=C\c2ccco2)C(=O)S1 | -0.3 | 6 | -9% | -4 | u | -0.2 | -19% | 0% | 0%
CC(=O)C1=C(O)C(=O)N(Cc2ccccc2)C1c1cccs1 (centres undefined) | 0.0 | 5 | -14% | -18 | -33% | 0.2 | -6% | 3% | -4%
S=C(NCCN1CCOCC1)Nc1cccc(Cl)c1 | -1.1 | -4 | -20%[57.1 µM] | -2 | -8% | -0.4 | -6% | 2% | -16%
O=C(Cn1cc([N+](=O)[O-])cn1)NCCc1c[nH]c2ccccc12 | 1.7 | -2 | 6%[57.1 µM] | 5 | 10%[57.1 µM] | 1.3 | -2% | 2% | -1%
COc1ccc(OCCCC(=O)Nc2ncn[nH]2)cc1 | 0.0 | 3 | 2%[57.1 µM] | -7 | 10% | -0.1 | 18% | -4% | -22%
O=C1COc2ccc(C(=O)CSc3nc4ccccc4c(=O)n3-c3ccc(Cl)c(Cl)c3)cc2N1 | 0.5 | 3 | -5%[57.1 µM] | 6 | 27%[57.1 µM] | 0.8 | 33%[activator] | 5% | -17%
Cc1cc(C)c2nc(SCC(=O)N3CC(=O)Nc4ccccc43)c(C#N)cc2c1 | 1.7 | 3 | 12%[57.1 µM] | 0 | 16%[57.1 µM] | 9.8 | u | 3% | -18%
CCOC(=O)c1cc2c(ccn2C)n1CC(=O)N(C)C | -2.0 | 1 | -6% | -29 | 15% | 0.1 | 7% | -3% | -22%
COc1c(C(C)C)cc(NC(C)=O)cc1C(C)C | 0.0 | -2 | -2%[57.1 µM] | 1 | 15%[57.1 µM] | -0.1 | -3% | 3% | -8%
Cc1cn(C(C)C)c(=O)n(-c2ccccc2)c1=O | x | x | 2%[2.29 µM] | x | 36%[57.1 µM] | x | -5% | -8% | 8%
CN1CCN(/N=C/c2ccc(-c3ccccc3)cc2)CC1 | 0.9 | -1 | 3%[57.1 µM] | 13 | 18%[57.1 µM] | -0.5 | -1% | -10% | -10%
Cc1ccc(NC(=O)CN2C(=O)COc3ccc(S(=O)(=O)NC4CCCC4)cc32)c(Cl)c1 | -0.8 | 4 | -5% | x | 5% | -0.6 | -3% | 4% | -17%
O=C(NC(Nc1ncccn1)C(=O)c1ccccc1)c1ccccc1 (centres undefined) | 0.6 | 4 | 13%[57.1 µM] | -4 | 16%[57.1 µM] | -1.3 | -4% | -1% | -22%

For convenience, part of the list above.
SMILES | D2 ag | TRHR PAM | TrxR1 substrate | D2 antag | TrxR1 inh | TRHR ag | Pin1 inh | mIDH1 inhibitor | USP1-UAF1 inh
O=C(Cn1cc([N+](=O)[O-])cn1)NCCc1c[nH]c2ccccc12 | 1.7 | -2 | 6%[57.1 µM] | 5 | 10%[57.1 µM] | 1.3 | -2% | 2% | -1%
COc1ccc(OCCCC(=O)Nc2ncn[nH]2)cc1 | 0.0 | 3 | 2%[57.1 µM] | -7 | 10% | -0.1 | 18% | -4% | -22%

Source: PubChem BioAssay (National Center for Advancing Translational Sciences (NCATS))
